Screening results (PubChem BioAssay)
MEKK3 PB1 HTS: modulators (inhibitors or enhancers) of MEK5 binding to human MEKK3 PB1 domain | Q99759 | bead-based flow cytometry, Alexa488-MEK5 binding to MEKK3; actives lie on both sides; 0 = blocked by unlabeled MEK5, 100 = vehicle | binding response (% of control), % at 10 µM | 1.4% of 290,000 active | AID 1529;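 active means binding response more than 3 SD above or below the average of its plate-row segment, actives on both sides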;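 further: Alexa488 bead fluorescence after subtracting the streptavidin-only scavenger bead signal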
Target sequence (Q99759 whole entry, looked up, the tested form may be a part): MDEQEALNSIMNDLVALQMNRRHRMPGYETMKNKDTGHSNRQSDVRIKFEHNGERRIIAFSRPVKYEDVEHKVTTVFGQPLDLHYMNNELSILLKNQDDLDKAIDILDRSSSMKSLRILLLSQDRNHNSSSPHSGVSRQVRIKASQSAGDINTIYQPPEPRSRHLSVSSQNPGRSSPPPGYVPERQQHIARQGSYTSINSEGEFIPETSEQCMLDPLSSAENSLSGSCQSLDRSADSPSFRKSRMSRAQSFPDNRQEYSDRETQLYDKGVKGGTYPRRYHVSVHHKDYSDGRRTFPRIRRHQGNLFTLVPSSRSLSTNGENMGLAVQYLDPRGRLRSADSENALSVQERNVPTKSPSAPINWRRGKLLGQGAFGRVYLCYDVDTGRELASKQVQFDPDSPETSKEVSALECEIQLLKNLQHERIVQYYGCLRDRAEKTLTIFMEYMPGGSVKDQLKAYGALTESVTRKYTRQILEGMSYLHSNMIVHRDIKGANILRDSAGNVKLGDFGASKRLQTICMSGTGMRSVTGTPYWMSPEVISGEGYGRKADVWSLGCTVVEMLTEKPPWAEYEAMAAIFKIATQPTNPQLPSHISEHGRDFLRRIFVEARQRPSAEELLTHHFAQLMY
PHOSPHO1 inh: blocks human PHOSPHO1 phosphatase activity. Q8TCT1. AID 1565. inhibition, % at 13.3 µM. 1.1% of 290,000 active. recombinant PHOSPHO1, absorbance phosphatase assay; in the data active means inhibition above about 60%
Target sequence (Q8TCT1 whole entry, looked up): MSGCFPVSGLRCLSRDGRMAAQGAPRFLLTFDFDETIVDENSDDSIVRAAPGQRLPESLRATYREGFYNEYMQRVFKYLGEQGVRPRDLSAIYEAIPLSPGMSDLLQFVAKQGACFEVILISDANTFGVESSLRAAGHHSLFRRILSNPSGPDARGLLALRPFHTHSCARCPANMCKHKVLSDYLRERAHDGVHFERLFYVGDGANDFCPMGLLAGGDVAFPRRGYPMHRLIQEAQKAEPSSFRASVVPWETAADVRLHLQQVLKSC
GalR3 antagonist: human GalR3 antagonism | O60755 | HEK293 GalR3-CNG cAMP membrane potential fluorescence; galR3 body fused to GalR1 C-terminus | AID 651719 | 0.44% of 360,000 active | inhibition, % at 3 µM;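 active means inhibition above the screen-wide average plus 3 SD, cut at about 13% in these data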;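 further: forskolin and galanin both at EC90 stimulate the cells; cAMP rise reported by CNG channel membrane potential dye signal; 0% = forskolin plus galanin with DMSO and 100% = forskolin alone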
pCIP destab: compounds decreasing mouse p/CIP protein stability; F442A p/CIP-EGFP cells, EGFP fluorescence, 16 h; AID 1984; 0.01% of 290,000 active; decrease of EGFP signal, % at 10 µM; Q05BA5;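 active means EGFP signal decrease of at least 30% at 10 µM or well 3 SD below plate mean, unless failing retest; inactive means the rest, including hits failing retest or dose response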; further: some compounds called inactive have numbers as strong as hits; many of its hits are not listed in these tables
CRFR2-BP ag: agonists of human CRF-binding protein/CRF-R2 receptor complex; HEK293 CRF-R2/CRF-BP, calcium dye fluorescence (FLIPR); percent of saturating CRF peptide response; activation, % at 13.2 µM; 0.46% of 350,000 active;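 active means activation of at least 50%, plus an integration ratio under a set limit after plate pattern correction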;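 further: plate controls were neutral control wells without compound for no effect and CRF at EC100 for full effect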
IDE cell inh: cellular human IDE inhibition | P14735 | HEK cells, FAbetaB cleavage, fluorescence polarization | inhibition, % at 5.59 µM | 0.41% of 320,000 active;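 active means percent inhibition above the average of all tested compounds plus 3 SD, set per screening campaign, cut at about 16% in these data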;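 further: IDE supplied by intact live HEK cells; FP after avidin binding of uncleaved biotin substrate so inhibition keeps polarization high; 0% = DMSO wells and 100% = 60 µM reference IDE inhibitor Ii1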
IDE act: activators of human insulin-degrading enzyme in cells. HEK cells, FAbeta-B cleavage, fluorescence polarization; 0% vehicle, 100% cell-free pure enzyme wells. activation, % at 5.96 µM. 0.073% of 340,000 active. AID 493087;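 active means activation above the mean of all tested compounds plus 3 SD, set per screening campaign, cut at about 17% in these data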
CHRM4 PAM: positive allosteric modulators of human muscarinic M4 receptor | P08173 | CHO-K1 hM4/Gqi5, Fluo-8 calcium fluorescence, ACh EC20; 0% = ACh EC20, 100% = maximal ACh | activation, % at 3 µM | 0.4% of 360,000 active | AID 624126;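 active means activation above its plate's cutoff, the mean activation of sample wells plus 3 SD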; further: some results filed as inactive read as strong as hits
CRFR2-BP antag: antagonists of CRF-binding protein/CRF-R2 receptor complex; HEK293 CRF-R2/CRF-BP, CRF-induced calcium fluorescence; inhibition, % at 11.8 µM; 0.59% of 350,000 active;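 active means inhibition of the ligand-induced calcium signal above about 50% at the single tested concentration, limit read from the data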
Numbers without * were called inactive; . = not tested or not shown.

SMILES	MEKK3 PB1 HTS	PHOSPHO1 inh	GalR3 antagonist	pCIP destab	CRFR2-BP ag	IDE cell inh	IDE act	CHRM4 PAM	CRFR2-BP antag
CC(Sc1nc(C(F)(F)F)nc2ccccc12)C(=O)NC1CCCC1 (stereo unspecified)	.	.	1	.	-0.8	.	0	9	-7
COCCCn1c(-c2ccccc2Cl)n[nH]c1=S	94	5	.	1	-2.6	12	5	2	15
Cc1cc(C)nc(SCC(=O)Nc2cc(C)on2)n1	99	-8	-5	0	-1.4	5	-1	6	6
COc1ccc2[nH]c3c(C)c4ccncc4c(C)c3c2c1	118	20	1	-15	0.4	10	5	-3	-5
Cc1ccc(CNC(=O)c2ccc(NS(=O)(=O)c3cccs3)cc2)cc1	100	15	-5	-2	-1.5	-13	1	6	5
O=C(Nc1c(C(=O)N2CCOCC2)cnn1-c1ccccc1)c1ccc(F)cc1	90	18	0	8	0.0	-2	0	13	3
CC(C)[C@H](NS(=O)(=O)c1ccccc1)C(=O)OCC(=O)NCc1ccc2c(c1)OCO2	.	.	-6	.	0.3	2	6	2	12
CC(CC(=O)Nc1ccc(F)cc1F)S(=O)(=O)c1ccc2c(c1)NC(=O)CO2 (stereo unspecified)	101	32	3	-1	0.0	-4	6	0	-9
NC(=O)c1ncc(C(F)(F)F)cc1Oc1cccc(F)c1	103	5	2	-3	-7.8	2	5	4	20
C[C@@H](C(=O)Nc1ccc2c(c1)OCO2)n1c(=O)[nH]c2ccccc2c1=O	100	10	0	-14	2.7	1	2	8	-6
CC1=C(C(=O)N(C(C)C)C(C)C)CC(CC(=O)NC2CCCCC2)C(=O)N1Cc1ccccc1 (stereo unspecified)	.	.	-3	.	-2.5	.	.	-1	59*
COC(=O)c1c(C(=O)OC)c(-c2ccc(C)cc2)n2c1CS(=O)C2 (stereo unspecified)	102	0	-5	6	-1.9	3	-3	-2	0
Cc1ccccc1-n1nc(C(=O)O)c(C)c(C#N)c1=O	103	3	2	-11	-0.8	4	2	9	3
CCS(=O)(=O)N1Cc2ccccc2CC1C(=O)N(C)CC(=O)Nc1cccc(F)c1 (stereo unspecified)	.	.	-2	.	0.0	-4	0	-2	1
Cc1nn(-c2nccs2)c2c1C(=O)CC(C)(C)C2Br (stereo unspecified)	.	.	-9	.	-5.8	.	3	-5	-6
O=C(CCc1nc2ccccc2c(=O)[nH]1)OCC(=O)N1CCc2ccccc21	95	-20	5	2	-1.0	2	6	0	4
C=CCn1c(C)cc(C(=O)Cn2c(C(C)O)nc3ccccc32)c1C (stereo unspecified)	100	-8	3	-1	3.6	0	8	6	3
CCOC(=O)c1c(C)[nH]c(C2=NNC(=Nc3ccc(OCC)cc3)SC2)c1C	106	-16	-4	-9	-6.0	-1	-6	11	4
CCN1CCCC1CN(Cc1cc2cc(OC)ccc2[nH]c1=O)C(=O)NCc1ccccc1 (stereo unspecified)	95	-6	6	-7	-0.7	8	6	-6	2
CC1(C)CC(NCc2ccncc2)CC(C)(C)N1	125	-5	-5	-3	1.9	-2	7	5	4
CCOc1cccc(C2/C(=C(/O)c3ccc4c(c3)CC(C)O4)C(=O)C(=O)N2CCN2CCOCC2)c1 (stereo unspecified)	103	-16	5	-16	-0.2	1	1	3	10
Cc1ccc(S(=O)(=O)N(C)C)cc1NC(=O)c1cncc(Br)c1	105	-7	0	8	-1.9	4	7	-1	2
Cc1ccccc1N1C(=O)Cc2ccccc2C1=O	99	30	-10	-7	2.0	8	1	0	-5
Cc1cc(C)cc(NC(=O)Nc2ccccc2N2CCCCC2)c1	99	-8	-1	3	0.4	3	8	-7	-10
CN(C(=O)c1ccc2c(=O)n3c(nc2c1)CCCCC3)c1ccccc1Cl	102	23	2	-14	0.6	7	1	-3	-10
CN(C)C(=O)c1cc2cc([N+](=O)[O-])ccc2s1	101	23	-1	-1	1.9	-6	-5	16	8
COc1ccc(Cl)cc1C(=O)NCCc1ccc(S(=O)(=O)NC(=O)NC2CCCCC2)cc1	94	1	-1	-6	-0.9	2	1	3	-16
O=C(Nc1cnc2ccccc2c1)N1CCOCC1	102	-21	5	-11	0.4	4	-4	20*	-2
COc1ccccc1C(=O)Nc1ccc(OCc2nnc3c4ccccc4c(C)nn23)cc1	96	-5	-3	-6	-0.2	8	-5	-5	13
Cc1ccc(S(=O)(=O)NCCC(=O)OCC(=O)NC(=O)c2cccn2C)cc1	106	19	3	7	0.1	4	6	-2	8

Single values from above:
CCOC(=O)c1c(C)[nH]c(C2=NNC(=Nc3ccc(OCC)cc3)SC2)c1C – pCIP destab: -9
Cc1ccc(S(=O)(=O)NCCC(=O)OCC(=O)NC(=O)c2cccn2C)cc1 – CRFR2-BP ag: 0.1
O=C(CCc1nc2ccccc2c(=O)[nH]1)OCC(=O)N1CCc2ccccc21 – IDE act: 6
CCOc1cccc(C2/C(=C(/O)c3ccc4c(c3)CC(C)O4)C(=O)C(=O)N2CCN2CCOCC2)c1 (stereo unspecified) – pCIP destab: -16
CCN1CCCC1CN(Cc1cc2cc(OC)ccc2[nH]c1=O)C(=O)NCc1ccccc1 (stereo unspecified) – IDE cell inh: 8

(list continues)
SMILES	MEKK3 PB1 HTS	PHOSPHO1 inh	GalR3 antagonist	pCIP destab	CRFR2-BP ag	IDE cell inh	IDE act	CHRM4 PAM	CRFR2-BP antag
O=C(COC(=O)Cn1cc(C(F)(F)F)ccc1=O)NCc1ccccc1	.	.	-4	.	-3.1	.	2	-1	11
CCCSc1nc(SCC(=O)NCc2ccccc2)c2c3c(sc2n1)COC(C)(C)C3	104	-38	-6	-9	4.5	-5	6	2	3
COCC1CCCN(C(=O)c2cc(COc3ccc4ncccc4c3)on2)C1 (stereo unspecified)	94	4	100*	-14	1.2	2	3	-9	21
COc1cc(OC)c(N(C)S(=O)(=O)c2cccc(C(=O)Nc3nc(C)cs3)c2)cc1Cl	.	.	-5	.	-0.9	-1	9	-2	5
CSc1nc2ccccc2n1Cc1cccc([N+](=O)[O-])c1	152*	2	0	-14	-1.3	-1	-1	-5	4
O=C(CCc1ccccc1)Nc1nc2nc(-c3ccccc3)cc(=O)n2[nH]1	107	9	-2	-9	0.1	1	12	-5	3
CN(c1ccc(C(=O)NCc2cccnc2)cc1)S(=O)(=O)c1ccc(Cl)cc1	102	42	4	-5	0.5	4	-2	-4	-6
CCN(CC)c1ccc(NC(=O)Nc2ccccc2C(F)(F)F)cc1	103	28	-1	-6	-0.3	2	-1	-1	15
CCOC(=O)/C=C1\NC(C)(C)Cc2cc(OC)c(O)cc21	95	30	-4	-6	-0.7	-1	-2	-1	-2
CCC(=O)N1c2ccc(C)cc2C2=NNC(=S)NC21O (stereo unspecified)	103	19	1	4	-0.5	5	-1	-2	10
COc1ccc(N(CC(=O)NCc2cccc(OC)c2)S(=O)(=O)c2c(C)noc2C)cc1	96	36	-7	-9	1.8	1	5	-5	39
CCOC(=O)Cc1cc(=O)n2[nH]c(C)c(C#N)c2n1	109	6	6	18	0.8	7	4	-5	2
CCSc1ncc(/C=N/Nc2ccc(F)cc2)n1C	102	27	0	2	2.4	-2	-1	11	4
COCCn1c(-c2cccs2)csc1=Nc1cccnc1	96	52	1	-12	-0.3	10	1	-2	11
Cc1ccc(NC(=O)c2ocnc2C)cc1Cl	95	21	.	5	0.4	-4	5	7	7

One compound at a time, from the list above:
`CCOC(=O)/C=C1\NC(C)(C)Cc2cc(OC)c(O)cc21` across the screens: MEKK3 PB1 HTS = 95; PHOSPHO1 inh = 30; GalR3 antagonist = -4; pCIP destab = -6; CRFR2-BP ag = -0.7; IDE cell inh = -1; IDE act = -2; CHRM4 PAM = -1; CRFR2-BP antag = -2
`COCCn1c(-c2cccs2)csc1=Nc1cccnc1` across the screens: MEKK3 PB1 HTS = 96; PHOSPHO1 inh = 52; GalR3 antagonist = 1; pCIP destab = -12; CRFR2-BP ag = -0.3; IDE cell inh = 10; IDE act = 1; CHRM4 PAM = -2; CRFR2-BP antag = 11

New compounds follow:
SMILES	MEKK3 PB1 HTS	PHOSPHO1 inh	GalR3 antagonist	pCIP destab	CRFR2-BP ag	IDE cell inh	IDE act	CHRM4 PAM	CRFR2-BP antag
COc1ccc(C)cc1NC(=O)C(Sc1nnc2ccccn12)c1ccccc1 (stereo unspecified)	99	-3	-1	0	-2.6	5	1	0	3
Cc1cc(C(=O)C(=O)N(C)C)c(C)n1-c1ccc(Cl)c(Cl)c1	101	7	1	5	0.5	0	0	-2	2
CC(=O)NC(CCS(C)(=O)=O)C(=O)Nc1cc(C)on1 (stereo unspecified)	108	17	.	-17	1.0	-2	3	17	1
O=C(NCCC1CCCCN1S(=O)(=O)c1ccccc1)C(=O)NCc1ccco1 (stereo unspecified)	.	.	0	.	-0.2	-1	1	7	2
Cc1[nH]c2ccccc2c1CCNC(=O)c1ccc2nccnc2c1	95	34	-11	4	-1.9	0	-1	-1	12
CCOC(=O)c1ccc(NC(=O)CSc2nnc(C3CC3)n2C)cc1	106	0	-2	-4	2.2	0	-2	4	-8
CN(C)c1nc(SCC(=O)Nc2ccccc2)nc(N2CCOCC2)n1	113	20	3	15	-1.6	20*	-13	-5	3
COC(=O)CC1C(=O)NCCN1C(=S)Nc1cc(C)cc(C)c1 (stereo unspecified)	88	-10	-1	-14	-1.1	11	-1	1	2
c1coc(C2Nc3ccccc3-c3nc4ccccc4n32)c1 (stereo unspecified)	106	-7	0	-5	0.1	5	-3	-5	-20
CCOC(=O)c1ccc(NCc2ccc(N(C)C)cc2)cc1	100	7	-5	-2	0.4	2	-4	-1	9
Cc1c[n+](CC(=O)c2ccccc2)c(C)cn1	97	29	-8	3	1.3	-1	2	-5	-2
Oc1ccccc1/C=N/NC(=S)NCCc1ccccc1	102	29	-8	4	-4.3	.	1	-6	9
CC(Sc1nncs1)C(=O)Nc1ccc2c(c1)OCCO2 (stereo unspecified)	.	.	-5	.	-0.8	-4	-2	11	11
O=C(NC(Cc1ccccc1)C(=O)N1CCc2ccccc2C1)c1ccccc1 (stereo unspecified)	100	23	-8	-5	1.1	1	-1	-8	1
N#Cc1ccccc1S(=O)(=O)N1CCNS(=O)(=O)c2ccccc21	.	.	0	.	-1.5	.	1	-1	-8

Some of the entries so far, field by field:
CC(Sc1nncs1)C(=O)Nc1ccc2c(c1)OCCO2 (stereo unspecified)
  MEKK3 PB1 HTS: .; PHOSPHO1 inh: .; GalR3 antagonist: -5; pCIP destab: .; CRFR2-BP ag: -0.8; IDE cell inh: -4; IDE act: -2; CHRM4 PAM: 11; CRFR2-BP antag: 11
O=C(NC(Cc1ccccc1)C(=O)N1CCc2ccccc2C1)c1ccccc1 (stereo unspecified)
  MEKK3 PB1 HTS: 100; PHOSPHO1 inh: 23; GalR3 antagonist: -8; pCIP destab: -5; CRFR2-BP ag: 1.1; IDE cell inh: 1; IDE act: -1; CHRM4 PAM: -8; CRFR2-BP antag: 1
N#Cc1ccccc1S(=O)(=O)N1CCNS(=O)(=O)c2ccccc21
  MEKK3 PB1 HTS: .; PHOSPHO1 inh: .; GalR3 antagonist: 0; pCIP destab: .; CRFR2-BP ag: -1.5; IDE cell inh: .; IDE act: 1; CHRM4 PAM: -1; CRFR2-BP antag: -8
